TRHR PAM – allosteric enhancers of human TRH receptor. enhancement, % at 2 µM. TRHR cells, fluo-8 calcium fluorescence, EC20 TRH enhancement. P34981. 360,000 tested, 0.66% active; in the data active means enhancement above about 30%; further: 0% is about no effect
Target sequence (P34981 whole entry, looked up): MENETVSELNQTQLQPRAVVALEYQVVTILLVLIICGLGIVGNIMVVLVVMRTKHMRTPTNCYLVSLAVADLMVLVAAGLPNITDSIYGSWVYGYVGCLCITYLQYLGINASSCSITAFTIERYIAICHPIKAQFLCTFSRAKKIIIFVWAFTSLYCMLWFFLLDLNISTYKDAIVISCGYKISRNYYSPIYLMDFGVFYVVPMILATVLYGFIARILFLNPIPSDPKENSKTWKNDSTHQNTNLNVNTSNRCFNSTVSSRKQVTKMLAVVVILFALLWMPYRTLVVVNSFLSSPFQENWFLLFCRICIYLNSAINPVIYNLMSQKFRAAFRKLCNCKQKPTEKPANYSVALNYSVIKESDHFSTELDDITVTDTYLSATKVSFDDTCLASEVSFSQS
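TRHR-expressing cells loaded with fluo-8 calcium dye were read kinetically (ex 480/em 530) during compound addition, then stimulated with an EC20 of TRH (10 nM final). Enhancement of the Gq-mediated intracellular calcium response was scored.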
TrxR1 substrate – substrates of rat thioredoxin reductase 1 | O89049 | Potency, µM (doses to about 114 µM), inactives show at the top dose activity change, negative = substrate turnover | purified TrxR1 substrate turnover, NADPH consumption readout | 390,000 tested, 0.01% active; further: potency means the concentration at half of the fitted maximal effect; on the % scale 0 is the no-effect control and ±100 the full control effect; nearly all actives have a fitted effect of over 50% in size
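Rat TrxR1, dispensed at 90 nM, was prereduced with 400 uM NADPH (final) for 5 min at ~22 deg C, then incubated with compound 15 min before 400 uM selenite. A first-read NADPH fluorescence drop versus no-compound background flagged substrates.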
TrxR1 inh – rat TrxR1 inhibition; O89049; Potency, µM (series often up to 114 µM), without a hit: at the top dose activity change, negative = inhibition, usual class: inhibitors; AID 588453; recombinant rTrxR1, NADPH fluorescence consumption, selenite substrate; 390,000 tested, 1% active; further: potency means the concentration at half of the fitted maximal effect; on the % scale 0 is the no-effect control and ±100 the full control effect; nearly all actives have a fitted effect of over 65% in size
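Rat TrxR1 (90 nM in the dispensed reagent) was pre-reduced with 400 uM NADPH for 5 min at room temperature, then incubated with compound for 15 min. After 400 uM selenite was added, NADPH fluorescence (Ex 340/Em 450 nm) was followed for 8 min.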
D2 agonist – D2 dopamine receptor (human) agonism. P14416. HEK293 T-REx D2 cells, calcium flux agonist mode. activation, % at 2 µM. 340,000 tested, 0.53% active;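 active means activation over 3 SD above normal in the single-dose calcium agonist read, cut at about 30% in these data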; further: 0% is about no effect
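Tetracycline-induced HEK293 Trex cells with D2 receptor force-coupled to calcium signaling, plated overnight at 30 C and loaded with no-wash calcium dye. Calcium flux read kinetically for 180 s after compound addition; responses flag agonists.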
USP1-UAF1 inh – blocks the human USP1/UAF1 deubiquitinase complex. O94782. recombinant USP1/UAF1, Ub-Rhodamine cleavage fluorescence. Potency, µM (doses to about 57.1 µM), without a hit: top-dose activity change, negative = inhibition, most hits filed as inhibitors. 390,000 tested, 0.23% active. AID 743255; further: potency means the concentration at half of the fitted maximal effect; on the % scale 0 is the no-effect control and ±100 the full control effect; nearly all actives have a fitted effect of over 60% in size; inactives centre near -12
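In this screen, compounds sit with the deubiquitinase complex (1nM) for 15 min at room temperature before Ub-Rho is added at 150nM final. Fluorescence rise is then followed for 6 reads every 60 seconds.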
D2 antag – antagonizes the human D2 dopamine receptor; P14416; HEK293 TREx D2 cells, calcium flux, dopamine EC80; inhibition, % at 10 µM; 340,000 tested, 2% active; in the data active means inhibition above about 30%; further: 0% is about no effect
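Calcium flux kinetic readout in an inducible HEK293 TREx D2 line plated overnight at 30 C. After 180 s compound exposure, an EC80 dopamine challenge follows with another 180 s kinetic read to detect antagonism.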
TRHR agonist – agonists of human TRH receptor | P34981 | TRHR cells, calcium flux fluo-8, FDSS agonist mode | activation, % at 2 µM | 360,000 tested, 0.18% active | AID 493084; in the data active means activation above about 30%; further: 0% is about no effect
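Agonist-mode FDSS calcium read (Ex 480/Em 530, 1 s cycles) in 1536-well TRHR cells with fluo-8 dye, after 10-cycle baseline and 23 nL compound addition; TRH at EC20 (10 nM final) added afterwards for the enhancer phase.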
PI4K2A block – PI4K2A (human) kinase inhibition; AID 1346378; purified PI4K2A, ADP-Glo luminescence, 1 h; stronger effect = lower value; Q9BTU6; 420,000 tested, 0.13% active; activity change, negative = inhibition, % at 76.9 µM; in the data active means activity change below about -50%; inconclusive means mostly about -30% to -49%;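 further: -100% = wells without enzyme as full effect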
Target sequence (Q9BTU6 whole entry, looked up): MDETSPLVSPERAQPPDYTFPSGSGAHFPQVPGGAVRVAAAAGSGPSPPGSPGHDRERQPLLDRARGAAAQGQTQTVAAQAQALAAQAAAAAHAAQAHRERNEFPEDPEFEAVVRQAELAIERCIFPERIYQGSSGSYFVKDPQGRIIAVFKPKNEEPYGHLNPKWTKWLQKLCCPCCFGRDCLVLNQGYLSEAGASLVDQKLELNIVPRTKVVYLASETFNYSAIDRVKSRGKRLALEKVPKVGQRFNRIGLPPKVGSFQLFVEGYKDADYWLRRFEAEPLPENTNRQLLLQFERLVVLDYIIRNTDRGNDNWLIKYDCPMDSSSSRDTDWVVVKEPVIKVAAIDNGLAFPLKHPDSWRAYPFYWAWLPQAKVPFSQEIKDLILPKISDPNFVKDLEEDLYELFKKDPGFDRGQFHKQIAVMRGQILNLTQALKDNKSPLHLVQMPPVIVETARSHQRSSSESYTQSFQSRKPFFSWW
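In this quantitative HTS, ADP production by PI4K2A was quantified luminescently after 1 h at ambient temperature; 100 microM adenosine served as plate-quality control.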
mIDH1 inhibitor – inhibitors of human mutant IDH1 R132H; O75874; 390,000 tested, 0.093% active; Potency, µM (doses to about 76.6 µM), without a hit: at the top dose activity change, negative = inhibition, actives largely listed as inhibitors; AID 602179; IDH1-R132H enzyme, NADPH consumption, diaphorase/resazurin fluorescence; further: potency means the concentration at half of the fitted maximal effect; on the % scale 0 is the no-effect control and ±100 the full control effect; nearly all actives have a fitted effect of over 65% in size
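IDH1-R132H (0.5 ug/mL dispensed) in pH 7.5 Tris buffer was preincubated 30 min with compound, then given a substrate mix of 0.016 mM NADPH and 2 mM alpha-KG for 80 min at room temperature; remaining NADPH was read by diaphorase/resazurin fluorescence.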
Numbers without * were called inactive; ? = inconclusive; · = not tested or not shown; [ ] = dose if it differs, or a comment. Unless noted, the call rests on the fitted dose curve; in most records, active means well fitted inhibition curve with a large enough effect; inconclusive means small, poorly fitted or top-dose-only effect; inactive means no such curve, though single readings can be large or run the other way.

1: O=C(CCN1C(=O)C2CCCCC2C1=O)Nc1ccc(OC(F)F)cc1 (centres undefined)
2: C[C@@]12C(=O)Nc3cc(Cl)ccc3C(=O)N1[C@H]1c3cc(Cl)ccc3OC[C@@H]1[C@@H]2c1ccccc1
3: O=C(Nc1nnc(Cc2ccccc2)s1)c1cccs1
4: Cc1ccccc1NC(=O)CN1CCC(n2nnc3ccccc32)CC1
5: N#Cc1cccc(S(=O)(=O)NCCOc2ccccc2F)c1
6: CCOC(=O)C(=O)NNc1cccc(C)c1C
7: CCCCC/C=C/C1=CC(=O)C[C@H](c2ccc(Cl)cc2)C1
8: O=C(CN1CCN(S(=O)(=O)c2ccc(Cl)cc2)CC1)NC(=O)NC1CCCCC1
entry no.	1	2	3	4	5	6	7	8
TRHR PAM	-4	·	13	3	16	4	3	2
TrxR1 substrate	7%	1%	2%	1%[57.1 µM]	-2%	-16%	0%	-5%
TrxR1 inh	9%	3%	2%	14%[57.1 µM]	-5%	-17%	0%	2%
D2 agonist	·	·	-0.9	-1.3	13	-1.7	-0.1	-0.2
USP1-UAF1 inh	0%	-6%	-18%	-2%	-11%	2%	?	-22%
D2 antag	·	·	-7	-4	19	4	3	6
TRHR agonist	0.2	·	0.0	-1.2	-0.3	-1.2	-0.3	-0.6
PI4K2A block	0	-3	-3	3	-2	-2	-1	-4
mIDH1 inhibitor	2%	-7%	1%	-4%	-10%	8%	-14%	2%

9: COCCCNC(=O)Cc1coc2ccc3ccccc3c12
10: O=C(NC(=S)Nc1ccc2c(c1)OCCO2)c1cccc(Br)c1
11: CCOc1ncccc1C(=O)OCC(=O)N1CCN(S(=O)(=O)c2ccc(Cl)cc2)CC1
12: O=C(NC1CC2CCC(C1)N2Cc1ccccc1)c1ccccc1Br (centres undefined)
13: CCCOc1ccc(C(=O)NNC(=O)c2cccc(S(=O)(=O)N3CCN(C(C)=O)CC3)c2)cc1OC
14: COC(=O)C1CCN(C(=O)c2cc3ccccc3oc2=O)CC1
15: COc1ccc(NC(=O)NC(=O)c2cc(OCC(F)(F)F)ccc2OCC(F)(F)F)cc1
16: CCc1nn2c(=O)cc(COC(=O)C(CC)c3ccccc3)nc2s1 (centres undefined)
entry no.	9	10	11	12	13	14	15	16
TRHR PAM	8	3	-17	6	9	-1	0	3
TrxR1 substrate	5%[57.1 µM]	-1%	-1%	4%	-15%	7%[57.1 µM]	-7%[57.1 µM]	1%[57.1 µM]
TrxR1 inh	14%[57.1 µM]	?	-9%	27%	-14%	-7%	15%[57.1 µM]	17%[57.1 µM]
D2 agonist	0.2	9.1	0.6	-0.1	-0.6	-0.1	1.2	0.6
USP1-UAF1 inh	-3%	-17%	-12%	-17%	-11%	9%	?	-22%
D2 antag	-16	1	22	67*	4	-8	-12	·
TRHR agonist	-0.1	1.9	0.7	0.6	1.6	2.9	1.3	-0.2
PI4K2A block	-2	-2	1	-1	1	-12	3	3
mIDH1 inhibitor	0%	1%	4%	8%	1%	1%	8%	14%

17: Cc1ccc(CNC(=O)c2cc(S(=O)(=O)N3CCCCC3)cn2C)cc1
18: C/C(CC(C)C)=N\Oc1nc(C)cc(C)n1
19: O=C(CNC(=O)c1ccc(Cl)cc1Cl)NCC1CCCO1 (centres undefined)
20: Cc1cc(C)c2nc3c(c(C(=O)O)c2c1)CCC3
21: Cc1ccc(S(=O)(=O)/N=C2/C=C(Sc3ncn[nH]3)C(=O)c3ccccc32)cc1
22: CCN1CCN(C(=O)c2cccc(OC3CCN(S(=O)(=O)N(C)C)CC3)c2)CC1
23: CCOc1ccc(S(=O)(=O)NCCC(=O)NCC(c2ccc(OC)cc2)N2CCCCC2)cc1 (centres undefined)
24: CCc1nn2c(=O)cc(CSc3nc(C)cc(=O)[nH]3)nc2s1
entry no.	17	18	19	20	21	22	23	24
TRHR PAM	-1	-4	18	-3	-4	-3	12	-6
TrxR1 substrate	2%[57.1 µM]	2%	0%	-8%	10µM*	-3%	-8%	3%
TrxR1 inh	19%[57.1 µM]	13%	-4%	-20%	?	-7%	2%	21%
D2 agonist	0.9	0.0	0.5	-1.9	0.7	0.9	-0.5	-0.2
USP1-UAF1 inh	-9%	-19%	-26%	-7%	1µM*	-16%	-7%	-27%
D2 antag	·	15	9	2	-10	2	-7	15
TRHR agonist	-0.7	0.1	0.0	-0.1	-0.1	-0.6	-0.2	-0.1
PI4K2A block	1	-2	1	1	-70*	-2	-7	3
mIDH1 inhibitor	-23%	-3%	22%	3%	22%	2%	-5%	15%

25: Cn1cnc([N+](=O)[O-])c1Oc1cccc2ccccc12
26: CC(=O)Nc1ccc(SCC(=O)c2cc(C)n(-c3ccccc3F)c2C)cc1
27: CCCCOc1ccc([N+](=O)[O-])cc1C(=O)O
28: Cc1cccc2cc(C#N)c(NCCNC(=O)NC3CCCCC3)nc12
29: Cc1cc(NC(=O)COC(=O)C2CCCN2C(=O)c2cccs2)no1 (centres undefined)
30: CC(=O)Nc1ccccc1C(=O)N1CC2(C)CC1CC(C)(C)C2 (centres undefined)
31: CCCCNC(=S)N1CCn2cccc2C1c1ccccc1 (centres undefined)
32: CC(OC(=O)CCN=C1NS(=O)(=O)c2ccccc21)C(=O)N(C)c1ccccc1 (centres undefined)
entry no.	25	26	27	28	29	30	31	32
TRHR PAM	37*	1	-6	1	2	-5	-4	8
TrxR1 substrate	-5%	-14%	-11%	36%[activator]	-4%	12%[57.1 µM]	-1%	12%[57.1 µM]
TrxR1 inh	8.9µM*	0%	-9%	28%	-16%	12%[57.1 µM]	2%	10%[57.1 µM]
D2 agonist	-1.1	-1.2	0.5	3.3	1.2	0.1	-0.7	-0.3
USP1-UAF1 inh	-23%	-14%	-11%	-17%	-5%	-15%	-19%	-22%
D2 antag	6	2	-21	8	-1	13	4	0
TRHR agonist	-0.8	-0.8	0.6	-1.7	-0.2	1.2	-0.1	0.2
PI4K2A block	-6	-1	-3	-1	4	0	2	3
mIDH1 inhibitor	4%	7%	-11%	-8%	-1%	2%	-6%	12%

33: Cn1cccc1Cc1nnc(SCC(=O)N2CCOCC2)n1-c1ccc(F)cc1
34: COCCCNC(=O)c1sc2ncnc(N3CCc4ccccc4C3)c2c1C
35: CCOc1ncccc1C(=O)OCc1cc(=O)oc2c(C)c(C)ccc12
36: CCO[C@H]1OC(C(=O)Nc2ccccc2)=C[C@@H](c2csc3ccccc23)[C@@H]1CCCO
37: O=C(c1cc(-c2ccccc2Cl)nc2ccccc12)N1CCC1
38: COc1ccc(F)cc1CN1CCN(c2ncnc3scc(-c4ccccc4)c23)CC1
39: COc1cccc(-c2csc(N3CCN(C(=O)C4CCCCC4)CC3)n2)c1
40: CCc1ccc2nc(N(CCCN(C)C)C(=O)c3ccc(S(=O)(=O)N4CCCc5ccccc54)cc3)sc2c1
entry no.	33	34	35	36	37	38	39	40
TRHR PAM	12	4	1	7	5	-3	26	6
TrxR1 substrate	7%[57.1 µM]	2%	-4%[57.1 µM]	-7%	-2%	-6%	-14%	-6%[57.1 µM]
TrxR1 inh	3%[57.1 µM]	-13%	2%[57.1 µM]	-10%	-2%	12%[57.1 µM]	-12%	14%[57.1 µM]
D2 agonist	-2.1	·	-0.7	0.3	-0.3	2.1	0.0	2.2
USP1-UAF1 inh	-10%	-8%	-8%	-23%	-12%	-16%	-19%	-9%
D2 antag	-27	·	-16	-17	-30	17	8	3
TRHR agonist	-0.2	-1.0	0.5	0.1	-0.6	-1.2	-0.7	1.3
PI4K2A block	4	1	-11	-2	3	1	-3	-1
mIDH1 inhibitor	-6%	3%	-6%	-2%[38.3 µM]	3%	10%	-2%	4%

41: COC(=O)CCNC(=O)c1ccc2[nH]c(C)c(C)c2c1
42: CC(=O)c1cn(CC(=O)Nc2ccc(C)cc2C)c2ccccc12
43: CCOc1ccc(C(=O)N2CCN(C(=O)c3ccco3)CC2)cc1OCC
44: COc1ccc(CSc2nncn2C)cc1F
45: Cc1nn(C)cc1CNC(=O)C1CCC(=O)N(CC2CCCCC2)C1 (centres undefined)
46: Cc1ccc(NC(=O)NNC(=O)c2cc3ccccc3cc2O)c(C)c1
47: O=C(CN1C(=O)c2ccccc2C1=O)N(CCO)Cc1ccccc1
entry no.	41	42	43	44	45	46	47
TRHR PAM	-2	0	2	0	1	1	15
TrxR1 substrate	-2%	0%[57.1 µM]	10%	-16%	-1%	1%	8%
TrxR1 inh	10%	1%[57.1 µM]	7%	-22%	12%	20%	31%
D2 agonist	-0.4	0.4	0.3	0.1	0.6	3.2	0.3
USP1-UAF1 inh	-12%	-9%	-6%	1%	5%	-15%	-23%
D2 antag	-4	-10	-3	-10	-14	-11	-24
TRHR agonist	0.3	0.3	0.0	-0.4	-0.7	3.9	0.2
PI4K2A block	-5	0	-1	-1	3	-5	-3
mIDH1 inhibitor	12%	-2%	2%	11%	9%	-5%	0%

Compound profiles, from the list above. Order of screens: TRHR PAM | TrxR1 substrate | TrxR1 inh | D2 agonist | USP1-UAF1 inh | D2 antag | TRHR agonist | PI4K2A block | mIDH1 inhibitor
Cc1ccc(CNC(=O)c2cc(S(=O)(=O)N3CCCCC3)cn2C)cc1 across the screens: -1 | 2%[57.1 µM] | 19%[57.1 µM] | 0.9 | -9% | · | -0.7 | 1 | -23%
COc1ccc(F)cc1CN1CCN(c2ncnc3scc(-c4ccccc4)c23)CC1 across the screens: -3 | -6% | 12%[57.1 µM] | 2.1 | -16% | 17 | -1.2 | 1 | 10%
CCO[C@H]1OC(C(=O)Nc2ccccc2)=C[C@@H](c2csc3ccccc23)[C@@H]1CCCO across the screens: 7 | -7% | -10% | 0.3 | -23% | -17 | 0.1 | -2 | -2%[38.3 µM]
Cc1cc(C)c2nc3c(c(C(=O)O)c2c1)CCC3 across the screens: -3 | -8% | -20% | -1.9 | -7% | 2 | -0.1 | 1 | 3%
Cn1cnc([N+](=O)[O-])c1Oc1cccc2ccccc12 across the screens: 37* | -5% | 8.9µM* | -1.1 | -23% | 6 | -0.8 | -6 | 4%

Screens from PubChem BioAssay.
